TTR transcr act: activators of transthyretin transcription; AID 1117267; hit rate 1.3% among 92,000; activation, % at 16.7 µM; SH-SY5Y TTR promoter Gaussia luciferase, luminescence; 100% = recombinant luciferase protein wells;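 active means activation above the mean of all tested compounds plus 3 SD, cut at about 9.5% in these data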;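 further: cells exposed to compounds for one day before reading; 0% = median of all test compound wells on the plate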
* hit, by the source's call. An excerpt, so the mix of outcomes need not match the whole.

How did CCCC(C)NC(=O)Cc1ccc(Br)cc1 (stereo not drawn) do in these assays?
TTR transcr act: 0.4

How did COc1ccc(C(=O)C2CCCN(Cc3c[nH]c4ccccc34)C2)c(OC)c1 (stereo not drawn) do in these assays?
TTR transcr act: 3.0

What do the screens show for `CCCN=C1N(C)C[C@@H]2[C@@H]3C(=O)N(Cc4ccccc4)C(=O)[C@@H]3[C@](Cc3ccccc3)(C(=O)OC)N12`?
TTR transcr act: 0.8

Results for CCOC(=O)c1cnc2ccc(OCC)cc2c1N(C)Cc1ccccc1 ?
TTR transcr act: 0.5

How did CN(C)CCNC(=O)c1cccc(-c2cnc3c(NC=O)cc(-c4ccccc4F)cn23)c1 do in these assays?
TTR transcr act: 0.1

How did COc1ccc(-c2cn(Cc3ccc4c(c3)C(=O)c3ccccc3C4=O)nn2)cc1 do in these assays?
TTR transcr act: -0.9

What do the screens show for `C[C@@H]1CN([C@H](C)CO)C(=O)c2cc(Br)cnc2O[C@H]1CN(C)Cc1ccccc1F`?
TTR transcr act: 2.1

Results for CC(CCc1ccco1)NC(=O)Cn1ncc2c1-c1ccccc1OC2 (stereo not drawn) ?
TTR transcr act: 0.5

Results for C=C(C)COc1ccc2c(C)c(CCC(=O)N3C[C@H]4C[C@@H](C3)c3cccc(=O)n3C4)c(=O)oc2c1 ?
TTR transcr act: -3.0

How did COc1cc2c(cc1OC)CN(C(=O)COc1ccc(C#N)cc1)CC2 do in these assays?
TTR transcr act: 4.9

How did Cn1c(CC2C(=O)Nc3ccc(Br)cc32)nc2ccccc2c1=O (stereo not drawn) do in these assays?
TTR transcr act: 1.4

Results for CCCc1cc(=O)[nH]c(SCCOc2ccc(OCC)cc2)n1 ?
TTR transcr act: 0.1

How did O=P(Cc1ccncc1)(c1ccccc1)c1ccccc1 do in these assays?
TTR transcr act: -0.2

What do the screens show for `Cc1cc(C(=O)c2ccc3ccccc3c2)c(C)o1`?
TTR transcr act: 5.0

What do the screens show for `O=C(Cc1ccc(Br)cc1)OCC(=O)c1ccc[nH]1`?
TTR transcr act: -0.9

What do the screens show for `CCOC(=O)c1ccc(NC(=O)c2nc[nH]c2C(=O)N[C@@H](C)C(=O)OC(C)(C)C)cc1`?
TTR transcr act: 2.7

What do the screens show for `CN(C)S(=O)(=O)c1ccc(C(=O)NCC(=O)N/N=C/c2cccs2)cc1`?
TTR transcr act: 4.5

What do the screens show for `CC(SCc1ccccc1)C(=O)N/N=C/c1ccc2c(c1)OCO2` (stereo not drawn)?
TTR transcr act: -1.5

How did COc1cc(O)c2c(=O)cc(-c3ccccc3)oc2c1 do in these assays?
TTR transcr act: 4.0

How did C/C(=C\c1ccc(C)o1)C(=O)c1c(C)cc(C)[nH]c1=O do in these assays?
TTR transcr act: 0.6

What do the screens show for `COc1ccc(-c2cc(C(F)(F)F)n3nc(C(=O)O)cc3n2)cc1OC`?
TTR transcr act: -1.1

What do the screens show for `CN(C)C(=O)CSc1nc(-c2cccs2)c(-c2cccs2)[nH]1`?
TTR transcr act: 4.4

Results for COc1cc(C(=O)NCCCNc2nc3cc(C)cc(C)c3cc2C#N)cc(OC)c1OC ?
TTR transcr act: -2.1

Results for CC(C)C(=O)NC(=S)Nc1ccccn1 ?
TTR transcr act: -0.9

Results for O=C(CSCc1ccccc1Br)N/N=C/c1ccc2c(c1)OCO2 ?
TTR transcr act: -2.9

Results for COc1ccc(CCNC(=O)COc2ccc(C)nc2[N+](=O)[O-])cc1 ?
TTR transcr act: 3.2

Results for COc1cc([N+](=O)[O-])ccc1NC(=O)CSc1nc2ccccc2n1-c1ccccc1 ?
TTR transcr act: 1.7

Results for Cc1cnc(C(=O)OCC(=O)c2ccc(Cl)cc2)cn1 ?
TTR transcr act: 5.2

What do the screens show for `COc1ccc(C2=Nc3ccccc3N(C(=O)c3ccc(C(F)(F)F)cc3)C2C(=O)Nc2c(C)cccc2C)cc1` (stereo not drawn)?
TTR transcr act: -2.1

How did Cc1nc(SCC(=O)Nc2c(C)n(C)n(-c3ccccc3)c2=O)c(C#N)c(C)c1C do in these assays?
TTR transcr act: 0.6

Results for Cc1ccc(S(=O)(=O)N2C[C@@H](C)[C@]3(C2)[C@H](O)[C@H](OC(=O)NCc2ccccc2F)C[C@H]2C(=O)N(c4ccccc4)C(=O)[C@H]23)cc1 ?
TTR transcr act: -2.8

Results for COc1ccccc1N1CCN(C(=O)CSc2nc3ccccc3nc2N2CCC(C)CC2)CC1 ?
TTR transcr act: -0.9

How did O=C(COC(=O)Cn1nnc2ccccc21)NC1CCCC1 do in these assays?
TTR transcr act: -1.0

How did C(=N\Nc1ccc2nncn2n1)/c1ccccn1 do in these assays?
TTR transcr act: 5.6

How did Cc1cc(/C=c2\sc3nc4ccccc4n3c2=O)c(C)n1-c1ccc(C(=O)O)cc1 do in these assays?
TTR transcr act: -0.7

How did CCOCCCNC(=O)C(NC(=O)Cc1c[nH]c2ccccc12)c1ccccc1 (stereo not drawn) do in these assays?
TTR transcr act: 0.2

As a short view, some entries already given:
Results for O=C(CSCc1ccccc1Br)N/N=C/c1ccc2c(c1)OCO2 ?
TTR transcr act: -2.9

Results for COc1ccc(CCNC(=O)COc2ccc(C)nc2[N+](=O)[O-])cc1 ?
TTR transcr act: 3.2

The list continues.
Results for COc1cc(SC)ccc1C(=O)NNC(=O)c1cc(C)oc1C ?
TTR transcr act: -0.9

What do the screens show for `Cc1cccc(OC2(c3ccccc3)OC(=O)c3ccccc32)c1C` (stereo not drawn)?
TTR transcr act: -1.7

Results for Cn1c(N)c(C(=O)COc2ccc(Cl)cc2Cl)c(=O)n(C)c1=O ?
TTR transcr act: 4.5

Results for COc1cccc(/C=N/NC(=O)c2ccoc2C)c1 ?
TTR transcr act: -2.3

Results for CCOC(=O)C1CCN(c2nc3cc(OC)ccc3cc2C#N)CC1 ?
TTR transcr act: -2.1

Results for Cc1c([N+](=O)[O-])c(C/C=N/O)nn1C ?
TTR transcr act: -1.3

What do the screens show for `CCOC(=O)c1sc(=S)n(-c2ccccc2)c1C`?
TTR transcr act: -1.1

Results for CCOC(=O)c1cc(OCC)c2c(ccc3cc(OC)ccc32)n1 ?
TTR transcr act: -0.1

How did CC(NC(C)c1ccccc1Cl)C(=O)Nc1cccc(S(=O)(=O)N2CCCCC2)c1 (stereo not drawn) do in these assays?
TTR transcr act: 1.8

How did Cc1onc(-c2c(F)cccc2Cl)c1C(=O)N=C(N)N1CCCC1 do in these assays?
TTR transcr act: -0.5

How did NS(=O)(=O)c1ccc(CNC(=O)c2ccc(Cl)c([N+](=O)[O-])c2)cc1 do in these assays?
TTR transcr act: 1.1

How did COC(OC)C(C)NC(=O)NC(=O)c1ccccc1Cl (stereo not drawn) do in these assays?
TTR transcr act: 1.1

What do the screens show for `Cc1c(NC(=O)C(C)N2C(=O)C3C4C=CC(C4)C3C2=O)c(=O)n(-c2ccccc2)n1C` (stereo not drawn)?
TTR transcr act: 0.5

What do the screens show for `Cc1[nH]c(=O)[nH]c(=O)c1S(=O)(=O)N1CCCC(C(=O)NCc2ccccc2Cl)C1` (stereo not drawn)?
TTR transcr act: 7.4

Results for COc1ccc(-c2csc(NC3OC(=O)c4ccccc43)n2)cc1 (stereo not drawn) ?
TTR transcr act: 3.5

Results for Cc1ccccc1C(=O)c1c[nH]c(C(=O)NCC2CCCO2)c1 (stereo not drawn) ?
TTR transcr act: 6.2

What do the screens show for `O=C(C1CCN(S(=O)(=O)Cc2ccccc2)CC1)N1CCCc2ccccc21`?
TTR transcr act: -0.6

How did Cc1ccc(C)c(NC(=O)c2cnn3ccccc23)c1 do in these assays?
TTR transcr act: 1.4

Results for Cc1cc2c(c(/C=C/C(=O)c3ccccc3)c1)OC1(C=C2)Oc2ccccc2C(=O)N1C (stereo not drawn) ?
TTR transcr act: -1.1

What do the screens show for `Cc1nc(NC(=O)COC(=O)CCS(=O)(=O)c2ccccc2Cl)c(Cl)cc1Cl`?
TTR transcr act: 8.5

How did O=C1C(c2ccncc2)=C(O)c2ccccc21 do in these assays?
TTR transcr act: 8.5

How did CC(C)c1ccc(CNC(=O)CSCC(=O)Nc2ccc3ccccc3c2)cc1 do in these assays?
TTR transcr act: 0.1

How did O=C(O)c1ccc(S(=O)(=O)N2CCN(c3ccccn3)CC2)cc1 do in these assays?
TTR transcr act: 2.9

What do the screens show for `COc1ccc2nc(NC(=O)c3ccc([N+](=O)[O-])o3)sc2c1`?
TTR transcr act: -1.3

How did COC(=O)c1cc(OC)c(OC)cc1NC(=S)Nc1cccc(C(C)=O)c1 do in these assays?
TTR transcr act: -0.3

How did Cc1cc(C)c(NC(=O)COc2cccnc2[N+](=O)[O-])c(C)c1 do in these assays?
TTR transcr act: -0.8

Results for COc1ccc(OC)c(NC(=O)c2oc3ccccc3c2NC(=O)C2CC2)c1 ?
TTR transcr act: 7.0

How did Cc1nnc(NC2(C(F)(F)F)C(=O)Nc3c2c(=O)n(C)c(=O)n3C)s1 (stereo not drawn) do in these assays?
TTR transcr act: -0.2

How did Cc1ccc(OCCNC(=O)CNC(=O)c2ccc(C)c(C)c2)cc1 do in these assays?
TTR transcr act: -1.2

How did Cn1c(=O)n(C/C=C/c2ccccc2)c(=O)c2c1nc1n2CCCN1c1ccc(F)cc1 do in these assays?
TTR transcr act: -0.4

How did O=C(c1ccco1)N1CCN(Cc2cccc3ccccc23)CC1 do in these assays?
TTR transcr act: -0.4

What do the screens show for `CN(N)c1nc(-c2ccccc2)nnc1C(F)(F)F`?
TTR transcr act: -2.1

Results for CCOC(=O)c1c(NC(=O)CC)sc(C(=O)NC2CCCC2)c1C ?
TTR transcr act: -2.3

Results for Cc1c(C2(O)CCCCC2)[nH]c2ncccc12 ?
TTR transcr act: 11*

Results for O=S(=O)(c1ccccc1Cl)N1CCCC1c1nc(-c2ccc(Cl)cc2)no1 (stereo not drawn) ?
TTR transcr act: -3.3

Results for Cc1cc(C)n2nc(SCn3nnc4ccccc4c3=O)nc2n1 ?
TTR transcr act: 3.4

What do the screens show for `O=[N+]([O-])c1ccccc1CNc1ccc(F)c(Cl)c1`?
TTR transcr act: 3.8

What do the screens show for `COC(=O)C1=C(C)N(C)C(=O)NC1c1ccc([N+](=O)[O-])o1` (stereo not drawn)?
TTR transcr act: -1.1

How did CC(C)NC(=O)N(C)C[C@@H]1Oc2ccc(NC(=O)Nc3ccc(C(F)(F)F)cc3)cc2CC(=O)N([C@H](C)CO)C[C@@H]1C do in these assays?
TTR transcr act: -6.2

Results for CCOC(=O)c1ccccc1-c1cn2cc(Cl)ccc2n1 ?
TTR transcr act: 2.3

How did CCCCN(C)Cc1cc(=O)oc2cc3c(cc12)CCCC3 do in these assays?
TTR transcr act: -1.4

What do the screens show for `S=C1NCN(Cc2ccco2)CN1Cc1ccco1`?
TTR transcr act: 0.7

Results for N#Cc1cccc(NC(=O)NCCc2c[nH]c3ccccc23)c1 ?
TTR transcr act: 2.3

What do the screens show for `CN(NC1OC(=O)c2ccccc21)c1ncc(C(F)(F)F)cc1Cl` (stereo not drawn)?
TTR transcr act: 2.4

What do the screens show for `CC1(C)CC(=O)C=C(Nc2ccccc2N)C1`?
TTR transcr act: 3.5

What do the screens show for `CCCc1ccc(OC(=O)c2ccc(O)cc2Cl)cc1`?
TTR transcr act: -1.3

Results for CCOC(=O)N1CCN(C(=O)c2cn(CC)c3ccc(S(=O)(=O)N4CCOCC4)cc3c2=O)CC1 ?
TTR transcr act: 0.4

Results for Brc1ccc(-c2noc(COc3ccc4c(c3)CCC4)n2)o1 ?
TTR transcr act: -0.9

What do the screens show for `CCOc1ncccc1C(=O)OCC(=O)NCc1ccc2c(c1)OCO2`?
TTR transcr act: -0.8

What do the screens show for `Cc1cc(C)nc(N/N=C/c2cccc([N+](=O)[O-])c2)n1`?
TTR transcr act: 2.6

How did COc1ccc(NC(=S)Nc2ccc(S(=O)(=O)N3CCOCC3)cc2)c(OC)c1 do in these assays?
TTR transcr act: -2.8

Results for COc1ccc(N(CC(=O)N2CCN(c3cc(C)ccc3C)CC2)S(=O)(=O)c2c(C)noc2C)cc1 ?
TTR transcr act: 0.2

What do the screens show for `COc1ccc(C(C)NC(=O)C23CC4CC(CC(C4)C2)C3)cc1OC` (stereo not drawn)?
TTR transcr act: 0.4

Results for O=C(Cc1ccccc1Cl)NCCCn1ccnc1 ?
TTR transcr act: 2.8

Results for C/C(=N/NC(=O)c1cc(C)[nH]n1)c1ccco1 ?
TTR transcr act: 0.8

What do the screens show for `CN(C)[C@@H]1CCN(c2ccc3c(c2)O[C@H]2CCN(C2)S3(=O)=O)C1`?
TTR transcr act: -0.2

What do the screens show for `O=C(NN=C1CCCC1)c1cc(-c2ccc(F)cc2)nc2ccccc12`?
TTR transcr act: 0.2

What do the screens show for `N#Cc1ccc(OCC(O)CN2CCC(C(O)(c3ccccc3)c3ccccc3)CC2)cc1` (stereo not drawn)?
TTR transcr act: 1.2

What do the screens show for `CCOc1ncccc1C(=O)OCC(=O)NCc1cccs1`?
TTR transcr act: 2.1

Among those listed so far, these have an NH in an aromatic ring.
How did COc1ccc(C(=O)C2CCCN(Cc3c[nH]c4ccccc34)C2)c(OC)c1 (stereo not drawn) do in these assays?
TTR transcr act: 3.0

Results for CCCc1cc(=O)[nH]c(SCCOc2ccc(OCC)cc2)n1 ?
TTR transcr act: 0.1

What do the screens show for `O=C(Cc1ccc(Br)cc1)OCC(=O)c1ccc[nH]1`?
TTR transcr act: -0.9

What do the screens show for `CCOC(=O)c1ccc(NC(=O)c2nc[nH]c2C(=O)N[C@@H](C)C(=O)OC(C)(C)C)cc1`?
TTR transcr act: 2.7

How did C/C(=C\c1ccc(C)o1)C(=O)c1c(C)cc(C)[nH]c1=O do in these assays?
TTR transcr act: 0.6

What do the screens show for `CN(C)C(=O)CSc1nc(-c2cccs2)c(-c2cccs2)[nH]1`?
TTR transcr act: 4.4

How did CCOCCCNC(=O)C(NC(=O)Cc1c[nH]c2ccccc12)c1ccccc1 (stereo not drawn) do in these assays?
TTR transcr act: 0.2

What do the screens show for `Cc1[nH]c(=O)[nH]c(=O)c1S(=O)(=O)N1CCCC(C(=O)NCc2ccccc2Cl)C1` (stereo not drawn)?
TTR transcr act: 7.4

Results for Cc1ccccc1C(=O)c1c[nH]c(C(=O)NCC2CCCO2)c1 (stereo not drawn) ?
TTR transcr act: 6.2

Results for Cc1c(C2(O)CCCCC2)[nH]c2ncccc12 ?
TTR transcr act: 11*

Results for N#Cc1cccc(NC(=O)NCCc2c[nH]c3ccccc23)c1 ?
TTR transcr act: 2.3

Results for C/C(=N/NC(=O)c1cc(C)[nH]n1)c1ccco1 ?
TTR transcr act: 0.8
